# Vif-A3G inh = inhibitors of Vif-APOBEC3G interaction; Potency, µM (series often up to 46.1 µM), for inactives: top-dose activity, negative = active, actives largely listed as inhibitors; Q9HC16; HeLa A3G-eYFP + Vif (tagged APOBEC3G with the HIV-1 protein that degrades it), YFP fluorescence, overnight; AID 602310; 410,000 tested, 0.076% active;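 note: potency is the fitted concentration of half-maximal effect; % is set by controls: 0 for no effect and ±100 for the full control effect; nearly all actives have a fitted effect of over 60% in size; hits raise eYFP signal because A3G escapes Vif-driven loss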
# Target sequence (Q9HC16 whole entry, looked up): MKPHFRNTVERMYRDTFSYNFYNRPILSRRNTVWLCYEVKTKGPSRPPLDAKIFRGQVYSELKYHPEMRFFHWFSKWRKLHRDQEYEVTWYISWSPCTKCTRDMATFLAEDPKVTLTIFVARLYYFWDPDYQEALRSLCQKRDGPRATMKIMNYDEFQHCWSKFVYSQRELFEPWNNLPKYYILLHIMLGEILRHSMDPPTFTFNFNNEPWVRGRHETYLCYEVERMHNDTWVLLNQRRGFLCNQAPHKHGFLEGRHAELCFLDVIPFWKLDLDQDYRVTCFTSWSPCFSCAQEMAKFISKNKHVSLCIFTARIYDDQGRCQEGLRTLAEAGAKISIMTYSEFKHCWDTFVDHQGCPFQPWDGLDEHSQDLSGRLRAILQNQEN
#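 HeLa cells stably expressing Vif and C-terminally eYFP-tagged A3G, seeded overnight at 37 deg C, then exposed to compound by pintool overnight at 37 deg C. Rise in yellow fluorescence (Ex 488/Em 500-530, Acumen) marks blocked Vif-driven A3G degradation.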
# D2 PAM = D2 dopamine receptor (human) potentiation | P14416 | HEK293 T-REx D2, calcium flux, EC20 dopamine potentiation | potentiation, % at 10 µM | 340,000 tested, 0.34% active;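 active = potentiation over 3 SD above the plate norm, cut at about 30% in these data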; note: 0% is about no effect
#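 Cells plated with tetracycline inducer and held overnight at 30 C; calcium dye loaded 30–90 min at room temperature; baseline taken, compound added and read 180 s; EC20 dopamine then added and read 180 s.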
# D1 potentiator = enhances dopamine response at the human D1 receptor; P21728; 360,000 tested, 0.036% active; potentiation, % at 10 µM; HEK293 TREx D1 cells, calcium flux, dopamine EC20 potentiation; in the data active = potentiation above about 30%; note: 0% is about no effect
# Vif-APOBEC3F blk = inhibitors of Vif-A3F interaction | AID 602313 | Potency, µM (titrated, usually from 46.1 µM), for the others: at the highest dose activity, negative = active | 390,000 tested, 0.2% active | HeLa A3F-eYFP + Vif (tagged APOBEC3F with the HIV-1 protein that degrades it), YFP fluorescence increase; note: potency is the fitted concentration of half-maximal effect; % of control where 0% means no effect; nearly all actives have a fitted effect of over 65% in size
#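 HeLa cells stably expressing A3F-eYFP plus Vif, plated and incubated overnight at 37 deg C, then exposed to compounds overnight at 37 deg C. Blocked degradation read as raised yellow fluorescence (Ex 488/Em 500-530).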
# GRP78 ERSR act = inducers of ER stress response in human glioma cells | U87-MG GRP78 promoter luciferase reporter, 16 h | Potency, µM, without a hit: at the top dose activation, actives largely listed as activators | 420,000 tested, 0.02% active; note: potency is the fitted concentration of half-maximal effect; series mostly up to about 76 µM; % of control where 0% means no effect; nearly all actives have a fitted effect of over 35% in size
#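 Stably transfected U87-MG glioma cells carrying a GRP78-based luciferase sensor; 16 h compound incubation. Luminescence end-point read 10 min after Bright-Glo addition at room temperature.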
# LDHA block = LDHA (human) enzyme inhibition; P00338; purified LDHA, NADH/diaphorase-resazurin fluorescence; active compounds read low; activity change, % (values are at about 110 or 230 µM); 480,000 tested, 0.15% active; AID 1347041; in the data active = activity change below about -30%; inconclusive = mostly about -25% to -30%;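 note: plate controls were DMSO wells for no effect and wells without enzyme for full effect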
#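 Enzyme activity of human lactate dehydrogenase 5 (2 nM; 0.06 mM NADH, 0.2 mM pyruvate, 5 min, RT) is measured via a resazurin/diaphorase fluorescence readout of residual NADH.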
# RXFP1 ag = activates the human relaxin receptor RXFP1; Q9HBX9; HEK293T-RXFP1 cAMP TR-FRET, 30 min; response scale: percent of porcine relaxin response, buffer zero; Potency, µM (doses to about 57.5 µM), inactives show top-dose activation, most hits filed as activators; 370,000 tested, 0.3% active; AID 2676; note: potency is the fitted concentration of half-maximal effect; % is set by controls: 0 for no effect and ±100 for the full control effect; nearly all actives have a fitted effect of over 60% in size; many of its hits are not listed in these tables
# Target sequence (Q9HBX9 whole entry, looked up): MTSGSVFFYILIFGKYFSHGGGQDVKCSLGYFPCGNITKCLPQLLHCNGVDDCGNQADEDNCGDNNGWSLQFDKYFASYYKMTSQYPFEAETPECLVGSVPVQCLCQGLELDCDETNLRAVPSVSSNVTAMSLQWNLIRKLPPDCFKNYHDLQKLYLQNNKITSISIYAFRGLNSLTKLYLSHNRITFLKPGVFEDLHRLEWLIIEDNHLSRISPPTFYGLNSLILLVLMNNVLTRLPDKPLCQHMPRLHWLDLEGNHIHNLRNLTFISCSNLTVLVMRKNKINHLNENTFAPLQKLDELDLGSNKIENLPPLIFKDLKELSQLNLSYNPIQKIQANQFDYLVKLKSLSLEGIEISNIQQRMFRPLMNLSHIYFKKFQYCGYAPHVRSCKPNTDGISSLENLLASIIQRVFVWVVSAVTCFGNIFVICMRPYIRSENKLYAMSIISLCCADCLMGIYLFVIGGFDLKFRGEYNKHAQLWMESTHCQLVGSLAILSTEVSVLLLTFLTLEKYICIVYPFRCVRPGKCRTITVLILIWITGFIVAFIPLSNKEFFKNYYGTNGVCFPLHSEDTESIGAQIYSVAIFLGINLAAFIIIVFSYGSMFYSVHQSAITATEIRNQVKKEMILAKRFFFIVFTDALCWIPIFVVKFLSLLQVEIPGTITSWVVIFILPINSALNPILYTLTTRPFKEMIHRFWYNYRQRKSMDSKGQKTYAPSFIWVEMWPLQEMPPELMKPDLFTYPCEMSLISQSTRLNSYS
#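 Agonist response is measured as cAMP accumulation in an RXFP1-transfected HEK293T line under PDE4 inhibition. Values are scaled between buffer-only and 29 nM porcine relaxin, and EC50s come from standard Hill equation fits.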
# D1 antagonist = blocks dopamine activation of the human D1 receptor; P21728; HEK293 TREx D1 cells, calcium flux, dopamine EC80; active compounds read low; activity change, negative = inhibition, % at 10 µM; 360,000 tested, 3.2% active; AID 504652; in the data active = activity change below about -30%; note: % is set by controls: 0 for no effect and ±100 for the full control effect
#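 Calcium flux readout: force-coupled, inducible Hek293 Trex D1 line, cells induced overnight at 30 C with tetracycline, dye-loaded 30–90 min at RT. Antagonism scored against EC80 dopamine challenge given 180 s after compound.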
# D1 agonist = agonists of human D1 dopamine receptor. P21728. activation, % at 2 µM. 360,000 tested, 1% active. HEK293 T-REx D1 cells, calcium flux, agonist mode; in the data active = activation above about 30%; note: 0% is about no effect
#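 Inducible HEK293 T-REx D1 cells, force-coupled to calcium signalling, were plated at 4000 cells/well with tetracycline and held overnight at 30 C. After no-wash calcium dye loading, compound-evoked calcium rise over 180 s flagged agonists.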
# An asterisk follows results filed as active; u = inconclusive; x = not tested or not shown. Unless noted, calls come from the whole dose curve; as a rule, active = well fitted curve in the direction sought with a large enough effect; inconclusive = small, poorly fitted or top-dose-only effect, or another doubt; inactive = no such curve, though single readings can be large; an effect the other way counts as inactive or inconclusive. This is a subset; count on the stated rates, not on these rows.
SMILES,Vif-A3G inh,D2 PAM,D1 potentiator,Vif-APOBEC3F blk,GRP78 ERSR act,LDHA block,RXFP1 ag,D1 antagonist,D1 agonist
COC(=O)c1c(NC(=O)CN2CCN(C(=O)c3ccco3)CC2)c2c(C)cccc2n1C,0.7%,-7.4,-6.8,10.4%,-0.6%,-3.5,3.2%,2.3,9.9
CN(Cc1ccccc1)C(=O)c1ccc(NC(=O)Cc2cccc(NC(=O)C3CCN(C(=O)C4CCC4)CC3)c2)cc1,-3.6%,9.1,0.9,3.0%,-2.9%,-6.2,0.3%,48.7,2.6
COc1ccc(NC(=O)CSc2nc(-c3ccc(OC)c(OC)c3)[nH]c2-c2ccc(C)cc2)cc1,-6.9%,7.3,-1.9,-1.1%,-2.2%,4.5,1.9%,-2.9,-0.5
Cc1nc2sc3c(NCc4ccco4)ncnc3c2c2c1COC(C)(C)C2,u,19.6,1.4,-8.4%,-4.2%,0.8,5.0%,16.0,0.2
O=C(CN(c1ccc(F)cc1)S(=O)(=O)c1ccc2c(c1)OCCO2)NCc1ccccc1,-0.1%,-7.0,-3.4,1.5%,1.0%,-12.9,0.0%,-8.6,3.9
CCc1ccc(-n2c(=O)c3ccccc3n(CC(=O)NCc3ccco3)c2=O)cc1,0.2%,-0.2,-7.1,-7.0%,-5.7%,-11.6,3.0%,-12.3,-1.0
CN(CC(=O)Nc1cccc(F)c1)C(=O)c1ccc(-c2ccc(Cl)cc2)o1,0.2%,5.9,-4.7,4.5%,1.4%,-1.7,-0.6%,-3.2,5.1
COc1cc(OC)cc(C(=O)NC(=S)NNC(=O)c2cnccn2)c1,-3.1%,-4.6,3.0,-4.6%,2.0%,-2.2,0.5%,0.3,1.0
O=C(CCN1C(=O)C2C3C=CC(C4CC34)C2C1=O)Oc1ccc(Br)cc1 (stereo not given),-0.3%,5.4,-10.5,13.1%,0.5%,-6.4,0.4%,-62.1*,2.2
CC(C)c1ccccc1-n1c(SCC(=O)N2CCc3ccccc3C2)nc2ccccc2c1=O,7.7%,8.8,-16.4,-7.0%,-2.4%,0.6,-2.3%,7.6,6.7
Cc1nc2ccccc2c(=O)n1/N=C/c1cc(Br)ccc1O,-0.8%,-3.7,0.5,u,-2.2%,1.5,0.0%,8.6,1.6
COc1ccc(S(=O)(=O)N2CCOCC2)cc1NC(=O)CNC(=O)c1cccs1,-0.5%,7.0,-8.7,1.4%,-3.6%,-4.3,0.1%,2.3,0.9
C=CC[C@H](CC(=O)NCCO)C(=O)NC[C@@H](OC(=O)[C@H](CC=C)CC(=O)OC(C)(C)C)c1ccccc1,0.3%,x,x,-4.4%,1.2%,0.6,x,x,x
CC(=O)c1ccccc1OC(=O)c1c(F)cccc1F,1.5%,-0.9,5.5,-1.4%,-0.5%,-2.3,0.1%,10.5,2.5
CCOc1ccc(NC(=O)CN(c2cc(C)cc(C)c2)S(=O)(=O)c2c(C)noc2C)cc1,0.9%,0.6,-3.9,0.5%,-3.2%,-4.2,-0.3%,-3.9,5.4
COc1ccccc1NC(=O)/C(=C/c1ccncc1)NC(=O)c1ccccc1,1.7%,15.1,-3.9,-1.8%,-1.2%,-5.2,2.3%,11.3,3.7
COc1ccc(NC(=O)Nc2ccc(F)c(Cl)c2)cc1,-0.2%,5.1,-8.7,-6.5%,7.2%,-0.3,0.8%,-49.0*,22.0
COc1ccccc1N1CCN(S(=O)(=O)CCNC(=O)c2ccc(OC(C)C)cc2)CC1,0.1%,-3.2,-5.8,7.6%,-3.3%,-1.6,-3.1%,-15.8,4.4
CNC(=O)CN1C(=O)CSc2nc(C)cc(C)c21,1.2%,1.6,0.2,-15.8%,2.1%,-2.5,0.2%,6.4,2.2
COC(=O)c1ccc(C)c(NC(=O)CCSc2ccc(C)cc2)c1,2.2%,-7.6,-11.1,3.8%,-5.8%,-2.8,-1.9%,-17.6,2.7

# One compound at a time, from the list above. Order of values: Vif-A3G inh | D2 PAM | D1 potentiator | Vif-APOBEC3F blk | GRP78 ERSR act | LDHA block | RXFP1 ag | D1 antagonist | D1 agonist
# O=C(CN(c1ccc(F)cc1)S(=O)(=O)c1ccc2c(c1)OCCO2)NCc1ccccc1 across the screens: -0.1% | -7.0 | -3.4 | 1.5% | 1.0% | -12.9 | 0.0% | -8.6 | 3.9
# COc1ccc(S(=O)(=O)N2CCOCC2)cc1NC(=O)CNC(=O)c1cccs1 across the screens: -0.5% | 7.0 | -8.7 | 1.4% | -3.6% | -4.3 | 0.1% | 2.3 | 0.9

# More entries:
SMILES,Vif-A3G inh,D2 PAM,D1 potentiator,Vif-APOBEC3F blk,GRP78 ERSR act,LDHA block,RXFP1 ag,D1 antagonist,D1 agonist
CCn1c(C)[n+](Cc2ccccc2)c2ccc(C(=O)OC)cc21,-0.7%,-3.5,-1.3,-1.7%,-1.5%,-9.9,2.1%,0.6,6.4
CCCC(=O)Nc1ccc2oc(=O)ccc2c1,0.7%,-9.7,8.1,4.0%,-5.2%,-9.7,3.1%,5.8,8.8
Cc1cc(NC(=O)COC(=O)c2oc3c(ccc4ccccc43)c2C)no1,-4.5%,-5.1,-5.2,-7.5%,-2.5%,3.2,15.3%,-11.8,5.0
CCOC(=O)c1cc2c(C)n(-c3ccc(C)cc3)c(C)c2ccc1=O,-1.3%,x,-15.8,-0.7%,-5.8%,-2.0,2.4%,-58.3*,9.9
O=C(O)c1ccc(/C=N/NC(=O)c2ccc(F)cc2)cc1,0.6%,3.8,1.9,-5.3%,-1.1%,-8.9,0.2%,11.7,1.1
CN(C)c1ccc(CNC(=O)c2cnc3sc(N4CCCC4)nn3c2=O)cc1,-5.6%,6.8,-4.5,6.0%,-1.9%,-13.5,-1.1%,12.8,-0.3
COc1ccc(OC)c(C(C)NC(=O)C23CC4CC(CC(C4)C2)C3)c1 (stereo not given),2.4%,-8.8,-6.8,0.6%,0.2%,-3.8,0.2%,-2.1,-0.2
C=CCNCCCCOc1ccc(Br)cc1C,-5.6%,-13.0,-8.6,4.0%,-8.4%,-17.9,0.4%,-2.0,21.2
COc1ccc(/C=C\c2onc(C)c2S(=O)(=O)N2CCC(C(=O)Nc3cccc(C)c3C)CC2)cc1,-4.3%,-1.7,1.3,-8.6%,-2.2%,-6.2,2.9%,6.2,-0.3
O=C(NN1C(=O)/C(=C/C=C/c2ccccc2)SC1=S)c1ccncc1,u,4.9,-1.9,-29.1%,-2.7%,-7.0,-1.7%,24.3,-0.1
Cc1nn(-c2ccccc2)c(Cl)c1/C=N/Nc1ccc(S(=O)(=O)Nc2ccccc2C(=O)O)cc1[N+](=O)[O-],1.6%,-10.6,0.3,-2.9%,10.7%,-4.8,0.5%,-31.7*,1.4
COc1cc2cc(C(=O)N/N=C/c3cccc(OC)c3OC)[nH]c2cc1OC,0.2%,-4.8,-4.0,22.0%,-3.0%,-8.5,6.3%,3.2,2.1
CC(Oc1cccc(Cl)c1)C(=O)N(C)CC(=O)Nc1ccc(N2CCOCC2)cc1 (stereo not given),0.3%,-8.6,-3.1,4.7%,-2.8%,-0.3,0.4%,-8.8,3.2
CC(C)(C)N1NC2(CCCCC2)NC1=S,-2.3%,x,-2.4,2.1%,-5.3%,-13.0,1.1%,-29.9,1.3
CCNC(=O)/C(C#N)=C/c1c(N2CCN(C)CC2)nc2c(C)cccn2c1=O,-0.5%,9.0,-6.1,2.5%,-5.6%,-3.2,29.8%,-7.8,0.4
CN(C)CCCN(Cc1ccccc1)C(=S)Nc1ccc(OC(F)F)cc1,-0.2%,-14.7,-2.1,-1.7%,-3.1%,-6.9,9.5%,-21.3,14.4
COc1cccc(CNC(=O)c2ccc3nc[nH]c3c2)c1,1.3%,6.0,-5.8,-0.2%,-2.9%,1.3,5.0%,-1.1,1.7
Cc1ccc([C@@H]2CC(=O)[C@@H]3CN(S(=O)(=O)c4ccc(C)cc4)[C@H](c4ccc(Cl)cc4)C[C@@H]3N2S(=O)(=O)c2ccc(Cl)cc2)cc1,-2.4%,x,x,-1.1%,-2.1%,-7.9,x,x,x
Cc1csc(NC(=S)NC(=O)c2ccccc2)n1,5.7%,x,-3.0,u,0.4%,-16.3,1.8%,2.5,-0.5
CC(=C/c1ccc(C(C)C)cc1)/C=N/NC(=O)c1ccncc1,-10.3%,4.4,1.9,-5.5%,-3.0%,-5.5,-0.1%,2.0,2.6
COc1ccccc1CNC(=O)Cn1cccc1,1.2%,-10.4,-9.6,x,10.9%,-7.0,1.9%,15.1,-0.2
COc1ccc(-n2nc3c(N4CCCC(C(=O)NCc5ccc(C)cc5)C4)nnc(C)c3c2C)cc1 (stereo not given),-1.3%,15.1,4.1,3.7%,-2.7%,2.0,6.6%,2.7,2.6
CCc1ccccc1NC(=O)Nc1cc(C(=O)NCc2ccc(C)cc2)ccc1N1CCCC1,-2.6%,9.2,0.1,0.1%,-2.6%,0.2,2.7%,-4.9,-2.0
CCOC(=O)CC(=O)c1[nH]c(C)c(C(=O)OCC)c1C,-4.2%,x,2.0,7.8%,2.7%,-0.8,1.5%,-17.8,5.5
CC(C(=O)N1c2ccccc2CCc2ccccc21)n1nnc(-c2ccc(N(C)C)cc2)n1 (stereo not given),1.3%,-1.0,0.2,x,-1.6%,-6.7,-0.3%,-14.6,-0.5
CC(=O)c1cc2c(cc1NS(=O)(=O)c1ccc(C)cc1)OCO2,-22.3%,-2.3,-1.4,-13.9%,-0.8%,-4.4,-0.1%,-5.3,1.1
Cc1c(NC(=O)Nc2ccc(Cl)cc2)c(=O)n(-c2ccccc2)n1C,1.3%,3.2,2.5,-5.6%,-2.3%,1.9,2.0%,3.8,0.5
O=C1OC(N2CCN(Cc3ccccc3)CC2)c2ccccc21 (stereo not given),0.1%,x,x,1.0%,-3.7%,-7.5,x,x,x
c1ccc2nc(N3CCOCC3)c(N3CCCC3)nc2c1,-3.0%,x,x,-15.2%,-4.3%,2.7,x,x,x
COc1ccc(S(=O)(=O)Nc2cc3c4c(c2)CC(=O)N4CCC3)cc1OC,0.1%,x,x,-9.8%,-2.3%,1.9,x,x,x
O=C1C=C(Nc2cccc(O)c2)CC(c2ccco2)C1 (stereo not given),0.3%,-11.0,-3.9,-10.9%,-0.7%,-5.3,-0.8%,-9.6,3.1

# Screening results: PubChem, National Center for Advancing Translational Sciences (NCATS)
